Mtb UGM inh = blocks M. tuberculosis UGM enzyme. purified UGM, fluorescence polarization probe displacement. 320,000 tested, 0.06% active. inhibition, % at 10 µM. P9WIQ1. AID 504406; in the data active means inhibition above about 10%, passing the limit was not always enough; inconclusive means no clear call, values can overlap the other calls
Target sequence (P9WIQ1 whole entry, looked up): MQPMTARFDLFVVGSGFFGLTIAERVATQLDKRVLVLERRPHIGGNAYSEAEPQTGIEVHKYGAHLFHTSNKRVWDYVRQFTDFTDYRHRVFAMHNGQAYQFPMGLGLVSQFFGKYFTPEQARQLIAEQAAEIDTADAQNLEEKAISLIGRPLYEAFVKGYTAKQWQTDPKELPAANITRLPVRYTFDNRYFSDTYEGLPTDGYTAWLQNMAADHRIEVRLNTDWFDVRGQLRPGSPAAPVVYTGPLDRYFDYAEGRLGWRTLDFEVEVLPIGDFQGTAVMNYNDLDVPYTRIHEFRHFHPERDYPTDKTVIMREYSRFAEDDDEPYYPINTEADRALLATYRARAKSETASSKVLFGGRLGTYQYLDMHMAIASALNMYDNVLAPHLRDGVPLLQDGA
GDH-TPI inh = GDH-TPI coupled enzyme inhibition counter-screen | GDH-TPI coupled enzyme counterscreen, NADH absorbance | inhibition, % at 4.8 µM | 360,000 tested, 1.2% active; in the data active means inhibition above about 30%;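 further: 0% = DMSO wells and 100% = wells lacking the enzyme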
Anthrax LF prot = anthrax lethal factor protease inhibition; inhibition, % at 10 µM; 360,000 tested, 0.12% active; P15917; multiplex microsphere protease cleavage assay, LF; AID 588501; further: plate controls were buffer without enzyme for full effect and enzyme alone for no effect
Mtb BioA inh = BioA (M. tuberculosis) enzyme inhibition | purified M. tuberculosis BioA enzyme, plate reader | inhibition, % at 9.99 µM | 360,000 tested, 0.096% active; in the data active means inhibition above about 40%; inconclusive means no clear call, values can overlap the other calls
FadD28 FP inh = inhibitors of Mycobacterium tuberculosis FadD28 bisubstrate binding; FadD28 bisubstrate probe binding, fluorescence polarization; inhibition, % at 12.5 µM; 360,000 tested, 0.22% active; AID 588549; in the data active means inhibition above about 8.5%, passing the limit was not always enough; inconclusive means no clear call, values can overlap the other calls
BoNT A protease = inhibitors of Botulinum neurotoxin A light chain protease. 360,000 tested, 0.17% active. AID 588499. inhibition, % at 10 µM. multiplex microsphere protease substrate cleavage, flow cytometry; further: plate controls were buffer without enzyme for full effect and enzyme alone for no effect
BoNT F protease = BoNT F light chain protease inhibition | AID 588497 | 360,000 tested, 0.22% active | inhibition, % at 10 µM | Multiplex microsphere protease cleavage assay, flow cytometry; in the data active means inhibition above about 35%, passing the limit was not always enough; inconclusive means no clear call, values can overlap the other calls; further: plate controls were buffer without enzyme for full effect and enzyme alone for no effect
PfHsp40 rescue = rescue of PfHsp40-mediated yeast toxicity; S. cerevisiae expressing PfHsp40, growth rescue, ATP luminescence; growth rescue, % at 12.5 µM; 340,000 tested, 0.68% active; in the data active means growth rescue above about 28%, passing the limit was not always enough; inconclusive means no clear call, values can overlap the other calls;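 further: yeast W303a lacking pdr1 and pdr3 grown in galactose medium; growth measured after three days at 30 °C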
FBA Mtb inh = inhibits M. tuberculosis FBA enzyme | P9WQA3 | inhibition, % at 1 µM | purified M. tuberculosis FBA, fluorescence read-out | 360,000 tested, 2.3% active; in the data active means inhibition above about 27%;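 further: 0% = vehicle and 100% = reference inhibitor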
Target sequence (P9WQA3 whole entry, looked up): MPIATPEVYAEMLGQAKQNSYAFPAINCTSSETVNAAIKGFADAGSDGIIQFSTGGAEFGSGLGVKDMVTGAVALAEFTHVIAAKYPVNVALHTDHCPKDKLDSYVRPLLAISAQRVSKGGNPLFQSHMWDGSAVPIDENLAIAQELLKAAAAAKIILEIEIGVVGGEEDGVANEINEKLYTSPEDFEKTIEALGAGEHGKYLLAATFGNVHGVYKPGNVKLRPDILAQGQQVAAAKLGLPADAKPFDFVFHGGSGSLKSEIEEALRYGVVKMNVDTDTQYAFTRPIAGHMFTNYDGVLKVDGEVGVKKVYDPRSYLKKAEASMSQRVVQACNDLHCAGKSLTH
* marks the source's active call; other numbers are inactive results; ? = inconclusive; · = no result given; & = joins results of further samples. Unless noted, no stated cut-off is given here; in the data, active means inhibition above about 30%; inconclusive means no clear call, values can overlap the other calls; inactive means below that.

SMILES	Mtb UGM inh	GDH-TPI inh	Anthrax LF prot	Mtb BioA inh	FadD28 FP inh	BoNT A protease	BoNT F protease	PfHsp40 rescue	FBA Mtb inh
CC(=O)N/C(=C\c1ccc(F)cc1)C(=O)NC(Cc1ccccc1)C(=O)O (configuration not stated)	-2.2	-1	-5	6.3	-2.7	-0.1	2	0.5	-7
O=C(COC(=O)c1cncc(Br)c1)Nc1nc(-c2ccc(F)cc2)cs1	-3.4	1	-1	1.1	-2.3	-0.7	-12	-1.0	0
C[C@@H]1CN([C@H](C)CO)C(=O)CCCn2nncc2CO[C@H]1CN(C)S(=O)(=O)c1ccc(Cl)cc1	·	0	-4	1.0&-1.0	-0.8	-0.3	-1	·	0
CCOC(=O)c1c(O)c2ccccc2oc1=O	1.6	-2	-2	-1.5	-1.0	-0.4	0	1.7	-2
COc1ccc(CNC(=O)CCCn2nc(C)c3c(C)n(-c4ccccc4)nc3c2=O)cc1	1.3	-13	0	7.4	-5.5	0.5	9	-0.9	-6
COc1ccc(C2C(C#N)=C(N)OC3=C2C(=O)CCC3)cc1OC (configuration not stated)	1.0	8	-1	·	1.3	-0.6	6	·	1
Cc1cc(C)c2nc(-c3ccccn3)cc(C(=O)n3cccn3)c2c1	-1.4	0	2	·	0.0	1.9	-4	-0.5	11
Cc1cccnc1-n1c(CCN2C(=O)c3ccccc3C2=O)nc2ccccc2c1=O	-0.1	3	4	-1.5	0.3	-1.5	-16	0.3	3
CCCC(=O)C1=C(O)C(C(=O)OC)C(C)(C)CC1=Nc1cccc2ccccc12 (configuration not stated)	-1.7	8	-9	2.0	-2.5	0.5	0	-0.2	-1
OC(CN1CCOCC1)CN(c1ccccc1)c1ccccc1 (configuration not stated)	-3.4	4	-3	0.6	-1.3	-0.6	-9	1.3	3
C1=C(c2ccccc2)N2CCN=C2S1	0.8	11	-2	-1.1	-0.6	0.2	-2	1.5	-1
COCCNC(=O)CS(=O)Cc1nc(-c2ccc(OC)cc2)oc1C (configuration not stated)	-3.5	9	-6	0.8	-3.0	-0.7	-5	0.5	3
C/C=C(/C)C(=O)Nc1cccc(C2=NOC3(C2)C[C@@H](C(N)=O)N(C(=O)[C@H]2CCC(=O)N2)C3)c1 (some centres not stated)	-0.8	-2	1	0.4	0.3	1.1	4	-0.4	0
CCCC(=O)O[C@@H]1C[C@@H](C)N(C(=O)c2ccccc2)c2ccc(C)cc21	·	2	-2	0.7	-3.2	-0.5	-6	0.3	-2
O=C(N/N=C/c1ccc(Cl)cc1)c1ccc2c(c1)OCO2	4.6	14	-6	-1.9	-2.0	0.7	-3	0.5	2
COc1ccc(C(=O)n2nnc3ccccc32)cc1Br	-1.5	0	-4	-2.8	-1.3	-0.2	-16	3.3	4
CCOC(=O)C1(Cc2ccc(OC)cc2)CCN(C(=O)CN2CCOC2=O)CC1	2.0	-1	-7	-1.1	-3.2	-1.2	-11	?	2
CCOc1cccc(C(=O)Nc2ccc3c(c2)OCCO3)c1	1.8	-1	-21	-1.0	0.7	1.8	-32	0.6	0
CCN(CC(=O)Nc1c(F)cccc1F)C(=O)c1ccc(N2CCOCC2)c([N+](=O)[O-])c1	-1.6	-9	?	0.1	-1.9	-5.0	?	0.4	-3
CCC(=O)N1CCN(c2ccccc2NC(=O)COc2ccc(C(C)C)cc2)CC1	1.5	2	0	0.4	-2.5	0.2	4	4.8	3

5 structures out of the list, ordered by count of non-hydrogen atoms, lowest first.
SMILES	Mtb UGM inh	GDH-TPI inh	Anthrax LF prot	Mtb BioA inh	FadD28 FP inh	BoNT A protease	BoNT F protease	PfHsp40 rescue	FBA Mtb inh
COc1ccc(C2C(C#N)=C(N)OC3=C2C(=O)CCC3)cc1OC (configuration not stated)	1.0	8	-1	·	1.3	-0.6	6	·	1
CC(=O)N/C(=C\c1ccc(F)cc1)C(=O)NC(Cc1ccccc1)C(=O)O (configuration not stated)	-2.2	-1	-5	6.3	-2.7	-0.1	2	0.5	-7
CCOC(=O)C1(Cc2ccc(OC)cc2)CCN(C(=O)CN2CCOC2=O)CC1	2.0	-1	-7	-1.1	-3.2	-1.2	-11	?	2
CCC(=O)N1CCN(c2ccccc2NC(=O)COc2ccc(C(C)C)cc2)CC1	1.5	2	0	0.4	-2.5	0.2	4	4.8	3
COc1ccc(CNC(=O)CCCn2nc(C)c3c(C)n(-c4ccccc4)nc3c2=O)cc1	1.3	-13	0	7.4	-5.5	0.5	9	-0.9	-6

The list continues:
SMILES	Mtb UGM inh	GDH-TPI inh	Anthrax LF prot	Mtb BioA inh	FadD28 FP inh	BoNT A protease	BoNT F protease	PfHsp40 rescue	FBA Mtb inh
COc1ccc(C(=O)N2CCN(c3ccc(NC(=O)c4ccco4)cc3)CC2)cc1	-1.0	8	2	-1.1	-3.3	0.0	0	-1.0	-2
COc1cc(C(=S)N2CCOCC2)cc(OC)c1OC(=O)Cc1ccc(F)cc1	0.8	1	-4	·	-3.8	0.3	-2	-1.2	-5
Cc1ccc(Cl)cc1N1CCN(C(=O)Cc2csc(Nc3nc(=S)[nH]c4ccccc34)n2)CC1	0.6	1	-3	·	0.8	-0.3	0	0.8	-1
COc1ccc(CC(CC(=O)O)C(=O)Nc2ccc(Cl)c(Cl)c2)cc1 (configuration not stated)	-1.3	4	-8	-0.7	-2.0	-2.0	3	0.0	1
Cc1cc(NC(=O)C(C)SCC(=O)Nc2ccccc2N2CCCCC2)no1 (configuration not stated)	0.5	-1	-2	·	-3.2	0.8	-2	0.9	-3
CCC1(c2ccccc2)NC(=O)N(CC(=O)NCC2COc3ccccc3O2)C1=O (configuration not stated)	·	1	1	0.6	-5.6	-2.0	0	5.1	-1
COc1ccc(CN2C(=O)c3cccnc3C2=O)cc1S(=O)(=O)N1CCCCC1C (configuration not stated)	2.2	7	-2	-0.4	-2.5	0.4	3	0.5	1
Cc1ccc2c(c1)N(C(=O)CCC(=O)N1CCC3(CC1)OCCO3)CC(C)O2 (configuration not stated)	0.5	7	·	0.3	-1.2	·	·	-0.1	1
COc1ccc(N/N=C(/Oc2ccc([N+](=O)[O-])cc2)C(C)=O)cc1	1.0	11	-4	-0.7	-1.5	-0.4	-12	1.9	-8
Cc1ccc(-n2c(O)c(C=NC3CCS(=O)(=O)C3)c3ccccc3c2=O)c(C)c1 (configuration not stated)	1.8	8	6	·	-1.1	?	?	-0.1	1
COc1cccc(OC)c1OCCCCn1cnc2ccccc2c1=O	-1.4	-5	1	·	1.4	0.1	-5	-0.4	10
CCn1ncc(S(=O)(=O)Nc2cc(Cl)ccc2C)c1C	-1.5	4	-2	10	-0.2	-3.4	-2	-1.5	-2
COc1ccc(-c2nc(-c3cccc(C)c3)nc(N3CCN(C)CC3)c2C#N)cc1	1.0	8	0	1.5	-0.3	-0.1	-5	-0.9	-1
CCOC(=O)C(=CNc1ccc2c(c1)c1ccccc1n2CC)C(=O)OCC	1.4	12	6	·	-3.9	?	?	1.2	18
NCCSSCCN	1.3	7	-15	0.2	-3.4	-0.6	-12	-1.0	-1
CC(=O)c1cccc(NC(=O)c2ccc(-n3cncn3)c3ccoc23)c1	·	8	6	2.7	-0.4	0.1	-3	·	4
COC(=O)N/N=C/c1cn(CCCOc2ccccc2)c2ccccc12	-1.2	11	-4	-0.2	-1.0	-0.5	-8	5.6	5
Cn1c(NC(=O)c2cc(-c3ccc4c(c3)OCO4)nc3ccccc23)cc(=O)n(C)c1=O	-2.4	14	-1	-0.2	-1.2	0.0	-4	-1.4	-3
COc1ccc(N2C(=O)[C@H]3[C@@H](C2=O)C2c4ccccc4C=NN2[C@H]3C(=O)C(C)(C)C)cc1 (some centres not stated)	0.0	-1	8	-0.2	-2.7	1.1	?	-0.4	-2
O=C(COc1ccc(Br)cc1Cl)N1CCN(c2ncccn2)CC1	2.4	-5	-4	4.3	-0.4	1.8	10	0.6	2
CN(C)c1ccc(NC(=O)CN2CCC(O)(c3ccccc3)CC2)cc1	4.8	0	-1	·	-3.0	-0.5	-4	0.1	5
CCOC(=O)c1cc(-c2ccc(/C=N\n3cnnc3)o2)ccc1Cl	0.1	47*	-6	1.4	-2.4	0.2	4	1.8	1
CC(=O)NC(c1ccc(C)cc1)c1cc(Cl)c2cccnc2c1O (configuration not stated)	0.3	-8	8	-0.8	-3.2	-0.3	?	-0.5	-7
O=C(c1ccco1)N1CCN(Cc2nnc(-c3ccccc3)o2)CC1	-1.8	0	3	-0.9	-1.1	-5.0	-10	-0.8	5
O=C1CSC(c2ccc(Cl)cc2Cl)N1c1ccccn1 (configuration not stated)	0.3	2	-1	·	-3.5	0.3	1	18	1
O=C(O)CCc1nc2cccnc2n1Cc1ccccc1	5.9	10	0	0.3	-1.8	0.7	-7	-0.1	0
O=C(Cn1c(=O)n(-c2ccc(F)cc2)c(=O)c2sccc21)NC1CCCCC1	-1.5	-16	-1	0.9	-2.3	-0.5	-3	0.1	-3
O=C(NCc1nnc(SCc2ccc(C(F)(F)F)cc2)n1-c1ccccc1)C12CC3CC(CC(C3)C1)C2	0.9	6	-1	·	-10	-0.2	-3	7.1	-4
O=C(Cc1c(F)cccc1Cl)NNC(=O)c1ccc(Br)s1	-0.2	-2	-5	-0.2	-1.2	-0.2	0	-0.3	3
COc1ccc(CNC(=O)CNC(=O)c2ccc(C(C)(C)C)cc2)cc1OC	4.2	13	-1	0.8	-0.4	-3.3	-12	-1.0	1
O=C(C1CCC1)N1CCCc2cc(S(=O)(=O)N3CCN(c4ccccc4)CC3)ccc21	1.1	-4	-1	1.3	-1.3	-0.2	0	7.9	-1
CCN(Cc1ccccc1)C(=O)c1ccc(N(C)S(=O)(=O)c2ccc(C)cc2)cc1	1.6	6	-5	0.7	-2.7	-3.8	-7	2.5	0
Cc1ccc(F)cc1C(=O)N1CCCC(c2cc(C(=O)NCc3ccc(F)cc3)no2)C1 (configuration not stated)	·	5	-6	0.8	-0.5	-0.1	0	·	-1
CCS(=O)(=O)c1ccc2oc(Nc3cc(C)cc(C)c3)nc2c1	2.0	-7	-2	0.1	-7.1	-1.1	-2	-0.1	-1
CC1(C)CC(=O)C2=C(C1)N(N1CCOCC1)C(N)=C(C#N)C2c1cccnc1 (configuration not stated)	-0.5	3	-4	-1.0	-2.9	0.8	2	-0.1	0
COC(=O)c1ccc(NC(=S)Nc2ccc(O)cc2)cc1	2.3	-4	-10	·	-2.1	1.0	2	-1.1	5
COCCNC(=O)c1c[nH]c2ccc(S(=O)(=O)N3CCC4(CC3)OCCO4)cc2c1=O	·	9	-12	0.0	-4.3	-0.2	3	-0.7	14
CCn1nc(NC(=O)c2ccncc2)c2cc3ccc(C)cc3nc21	-0.7	7	1	-1.0	-6.2	-2.6	-3	4.8	0
Cc1ccc(NC(=O)C(C)Sc2nnc3ccccn23)cc1 (configuration not stated)	-0.7	0	-1	-0.9	0.1	0.6	-4	-0.5	0
CCOCCOC(=O)C(C)Sc1n[nH]c(=O)[nH]c1=O (configuration not stated)	-0.9	3	-10	-0.3	-0.2	-1.8	-12	-1.6	2
CCCn1c(Oc2ccccc2)nc2c1c(=O)n(C)c(=O)n2C	-1.6	6	·	1.5	-1.0	·	·	-0.9	2
Cc1ccc(NS(=O)(=O)c2ccc(OCC(=O)N3CCOCC3)cc2)cc1	0.8	6	-4	0.6	-0.8	-0.6	-3	-1.6	-2
COc1ccccc1CN(Cc1cc2cc(C)cc(C)c2[nH]c1=O)Cc1nnnn1CC1CCCO1 (configuration not stated)	-0.6	9	0	0.5	-3.1	0.3	9	1.8	5
NC(=O)C1CC=CCC1C(=O)OCC(Cl)=C(Cl)Cl (configuration not stated)	-1.6	-2	3	-0.5	-4.7	-1.3	-2	-1.4	1
CN(Cc1c(C(=O)N/N=C/c2c(F)cccc2Cl)nnn1-c1nonc1N)C1CCCCC1	·	-11	-1	-0.9	1.2	-0.5	-3	·	4
COc1ccccc1NC(=S)NC(=O)Cc1ccccc1	2.5	4	0	-1.1	-2.3	0.1	-7	·	2
O=C(NCCc1ccccc1)C1CCC(=O)N(CCCN2CCCC2=O)C1 (configuration not stated)	1.8	-1	4	-0.1	0.4	-0.2	?	0.2	-1
